Bioassay records (PubChem)
TDP43 rescue = rescues yeast growth from TDP-43 toxicity | TDP-43 expressing yeast growth rescue, BacTiter-Glo, 24 h | Potency, µM (series often up to 46.1 µM), inactives show top-dose growth rescue (activation), usual class: activators | 1.8% of 410,000 active | AID 652104; note: potency is the fitted concentration of half-maximal effect; % of control where 0% means no effect; nearly all actives have a fitted effect of over 50% in size
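Yeast expressing TDP-43 (pregrown in raffinose, seeded at OD600=0.02 in galactose medium) exposed to compounds 24 hr at 30 deg C. Growth read by BacTiter-Glo luminescence; rescue of toxicity appears as increased signal.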
FUS yeast rescue = suppressors of FUS proteinopathy in yeast; S. cerevisiae FUS-expressing, growth rescue, OD600, 24 h; Potency, µM (highest dose often 76.6 µM), without a hit: at the highest dose growth rescue (activation), usual class: activators; 0.24% of 390,000 active;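 note: potency is the fitted concentration of half-maximal effect; plate controls were DMSO vehicle for no effect and reference control for full effect; nearly all actives have a fitted effect of over 55% in size; some results filed as inactive show a strong effect at the top dose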
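Yeast FUS proteinopathy model; galactose-induced FUS (2%), starting OD 0.005. Cpds in dilution series, 24hr, 30C, 99% humidity. Abs 600 nm growth. Pos ctrl CP55940 (top 92uM final); neg ctrl DMSO.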
D3 antag = antagonists of human D3 dopamine receptor; P35462; max response, negative = inhibition, %; D3R cells, DiscoveRx beta-arrestin luminescence, antagonist mode; active compounds read low; AID 652054; 2.5% of 360,000 active; in the data active = max response below about -50%; inconclusive = no clear call, values can overlap the other calls; note: % is set by controls: 0 for no effect and ±100 for the full control effect; mostly tested at two doses, the higher about 12 µM
Target sequence (P35462 whole entry, looked up): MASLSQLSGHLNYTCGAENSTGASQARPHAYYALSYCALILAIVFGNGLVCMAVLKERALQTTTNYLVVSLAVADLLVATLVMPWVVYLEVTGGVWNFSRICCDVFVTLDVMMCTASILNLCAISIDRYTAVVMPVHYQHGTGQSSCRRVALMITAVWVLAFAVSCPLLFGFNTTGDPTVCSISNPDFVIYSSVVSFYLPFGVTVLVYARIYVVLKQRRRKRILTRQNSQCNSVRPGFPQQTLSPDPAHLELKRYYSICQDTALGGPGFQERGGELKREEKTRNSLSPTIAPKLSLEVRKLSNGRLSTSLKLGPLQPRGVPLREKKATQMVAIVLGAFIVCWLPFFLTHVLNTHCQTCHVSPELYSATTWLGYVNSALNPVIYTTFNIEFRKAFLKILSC
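Cells expressing the human receptor were seeded at 1500 cells/well, incubated overnight at 37 degrees C in 5% CO2, then exposed to library compounds with dopamine controls for 90 minutes at 37 degrees C before luminescent detection.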
Abeta yeast res = A-beta toxicity reversal in yeast | AID 1347071 | 0.063% of 410,000 active | Potency, µM (titrated, usually from 46.1 µM), for the others: at the top dose growth rescue, hits mostly activators | yeast expressing A-beta42, growth rescue, OD600, 48 h; response scale: 0% DMSO, 100% iron-clioquinol control; note: potency is the fitted concentration of half-maximal effect; nearly all actives have a fitted effect of over 55% in size
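Growth rescue measured by 600 nm absorbance after 48 h yeast culture at 30 C with compound. Values normalized between DMSO and an equimolar ferric chloride plus clioquinol control.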
GLP-1R agonist = agonists of human GLP-1 receptor; HEK293 GLP-1R CRE-luciferase, luminescence, 4-6 h; cells express a hypersensitive GLP-1R form; Potency, µM (titrated, usually from 45.6 µM), for inactives: at the highest dose activation, actives largely listed as activators; 0.007% of 380,000 active; AID 624172; note: potency is the fitted concentration of half-maximal effect; % of control where 0% means no effect
aSyn yeast inh = alpha-synuclein toxicity inhibition in yeast; Yeast expressing alpha-synuclein, growth rescue, BacTiter-Glo, 24 h; Potency, µM (doses to about 46.1 µM), for the others: top-dose growth rescue (activation), actives largely listed as activators; 0.14% of 370,000 active; note: potency is the fitted concentration of half-maximal effect; % of control where 0% means no effect; nearly all actives have a fitted effect of over 65% in size
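Screening used galactose-induced yeast with toxic alpha-synuclein levels, exposed to compound for 24 hr at 30 deg C. Cell growth, read with BacTiter-Glo luminescence, gave the measured signal.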
GLP-1R inv ag = acts as inverse agonist at human GLP-1 receptor; P43220; HEK293 GLP-1R CRE-luciferase, luminescence, 24 h; GLP-1R form is constitutively active; Potency, µM (highest dose often 38.3 µM), for the others: at the highest dose activity change, negative = inhibition, most hits filed as inhibitors; 1.6% of 410,000 active; AID 624417; note: potency is the fitted concentration of half-maximal effect; % is set by controls: 0 for no effect and ±100 for the full control effect; nearly all actives have a fitted effect of over 55% in size
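HEK293 cells stably co-expressing a cAMP-responsive luciferase reporter and constitutively active GLP-1R were seeded, incubated 12 h, then exposed to compounds for 24 h at 37 C. Luminescence was read 12 min after detection reagent; inverse agonists lower signal.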
pAkt inh = blocks phosphorylation of Akt | Neuro2A IGF-stimulated pAkt S473 HTRF, 20 min; active compounds read low | activity change, % for hits at 50 µM | 0.32% of 360,000 active | AID 651550; in the data active = activity change below about -80%; inconclusive = mostly about -51% to -80%; note: % is set by controls: 0 for no effect and ±100 for the full control effect
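Neuro2A cells (4,500/well, DMEM with 0.5% FBS) were treated with compound at a single 50 µM final concentration, stimulated with 6 nM IGF for 20 min at 37 °C, and lysed. Phospho-Akt Ser473 was read by HTRF as 665/615 ratio ×10^4.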
PTHR1 ag = PTHR1 (human) receptor agonism; HEK293 GP2 PTHR1 cells, GloSensor cAMP luminescence, 1 h; Potency, µM (top dose mostly 115 µM), without a hit: at the top dose activation, hits mostly activators; 0.075% of 410,000 active; note: potency is the fitted concentration of half-maximal effect; nearly all actives have a fitted effect of over 55% in size; some results filed as inactive show a strong effect at the top dose; inactives centre near -15; many of its hits are not listed in these tables
Target sequence (Q03431 whole entry, looked up): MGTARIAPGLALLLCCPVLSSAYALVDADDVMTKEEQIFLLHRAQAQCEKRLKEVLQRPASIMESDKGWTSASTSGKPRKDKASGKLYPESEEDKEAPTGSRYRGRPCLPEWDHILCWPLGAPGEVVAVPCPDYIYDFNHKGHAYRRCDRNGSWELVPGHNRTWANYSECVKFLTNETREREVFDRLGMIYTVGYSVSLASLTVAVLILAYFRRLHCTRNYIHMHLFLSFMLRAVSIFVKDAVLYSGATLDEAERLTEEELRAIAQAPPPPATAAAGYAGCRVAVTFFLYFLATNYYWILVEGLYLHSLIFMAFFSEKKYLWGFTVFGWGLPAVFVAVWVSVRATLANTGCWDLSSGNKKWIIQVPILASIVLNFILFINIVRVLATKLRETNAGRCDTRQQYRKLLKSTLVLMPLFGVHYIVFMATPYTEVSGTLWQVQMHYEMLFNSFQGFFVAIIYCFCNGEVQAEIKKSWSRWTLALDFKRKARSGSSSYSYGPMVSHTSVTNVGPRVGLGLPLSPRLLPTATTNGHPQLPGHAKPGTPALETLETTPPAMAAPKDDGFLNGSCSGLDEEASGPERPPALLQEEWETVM
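HEK-293-derived GP2 cells expressing PTHR1 and a GloSensor cAMP reporter, 3,000/well, plated overnight, given luciferin plus IBMX (each 0.5 mM as added) for 1 h at 37 °C, then compound for 1 h at 37 °C. Luminescence was read after 15 min at room temperature.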
The depositor's hits bear a star; i = inactive; u = inconclusive; x = not tested or not shown; [ ] = dose if it differs, or a comment. Unless noted, calls come from the whole dose curve; as a rule, active = well fitted curve in the direction sought with a large enough effect; inconclusive = small, poorly fitted or top-dose-only effect, or another doubt; inactive = no such curve, though single readings can be large; an effect the other way counts as inactive or inconclusive.

Results follow in this order: TDP43 rescue	FUS yeast rescue	D3 antag	Abeta yeast res	GLP-1R agonist	aSyn yeast inh	GLP-1R inv ag	pAkt inh	PTHR1 ag
[1] Cc1cc(OCC(O)CNC(C)c2ccccc2)ccc1C(C)C (configuration not stated)
→ -6%	10%	-1	12%	-5%	-13%	u	i	i
[2] O=C(COc1ccccc1)Nc1ccc(S(=O)(=O)NCc2ccco2)cc1
→ -2%	24%	1	31%	3%	7%	4%	i	-8%[57.5 µM]
[3] COc1ccc(NC(=O)CN2C(=O)CC(C)(C)S(=O)(=O)c3ccccc32)cc1
→ 1%	6%	12	7%	-2%	1%	8%	i	i
[4] Cc1ccc(NC(=O)CN(C)CC(=O)Nc2sc3c(c2C(N)=O)CCC3)cc1
→ -1%	u	-26	17%	12%	11%	u	i	-2%
[5] Cc1c(C(=O)N2CCOCC2)oc2ccc(S(=O)(=O)N3CCCC3)cc12
→ 4%	-4%	39	-13%	0%	3%	6%	i	i
[6] Cc1ccc(C(=O)Nc2c(-c3cccs3)c(=O)c3ccccc3n2C)cc1
→ -7%	9%	-15	3%	-11%	1%	-1%	i	i
[7] CCOC(=O)N1CCN(C(=O)CSCc2ccc(Cl)cc2)CC1
→ u	8%	18	4%	-5%	2%	-6%	i	-43%[inhibitor][57.5 µM]
[8] O=C(NC1CCCCCCC1)c1ccc(S(=O)(=O)N2CCCC2)cc1
→ 19%	x	-53*	-10%	10%	10%	-12%	i	-23%
[9] CN(C)[C@@H](CO)c1nnc([C@H](Cc2ccc(O)cc2)NC(=O)C2CCNCC2)o1
→ 8%	-18%	7	-22%	8%	4%	17%	i	i
[10] Cc1nc2ccccn2c1C(=O)/C=C/c1ccc(F)cc1
→ 14%	-11%	-23	-11%	2%	-5%	u	i	-72%[inhibitor][57.5 µM]
[11] Cc1ccc(C(=O)COC(=O)c2cccc([N+](=O)[O-])c2)s1
→ u	2%	-1	11%	2%	5%	7%	i	-37%
[12] Cc1ccc(C2CC(c3cccc(Br)c3)Nc3nnnn32)cc1 (configuration not stated)
→ 10%	u	27	5%	6%	13%	u	i	i
[13] N#Cc1c(NC(=O)c2ccc(Cn3cc(Br)cn3)o2)sc2c1CCCCCC2
→ -12%	29%	-15	16%	5%	8%	u	x	-14%[57.5 µM]
[14] CC(C)=CCN1CCN(Cc2cccnc2)CC1CCO (configuration not stated)
→ 0%	-8%	11	0%	1%	-1%	4%	i	i
[15] CC1CC(C)CN(S(=O)(=O)c2ccc(C(=O)N(c3ccccn3)C3CCCCC3)cc2)C1 (configuration not stated)
→ -15%[1.82 µM]	20%	1	15%	13%	15%	u	i	-34%[inhibitor]
[16] Cn1c(=O)c2c(ncn2Cc2cccc(Cl)c2)n(C)c1=O
→ u	-6%	-24	-3%	10%	1%	17%	i	i
[17] O=C(Nc1ccc(F)cc1)c1ccc(S(=O)(=O)N2CCCC2)cc1
→ -5%	-25%	-1	-9%	15%	16%	3%	i	-40%[inhibitor]
[18] Cc1c(C(=O)Nc2ccc(F)cc2)oc2ccc(S(=O)(=O)N3CCCC3)cc12
→ 9%	-24%	0	-5%	-9%	-1%	-3%	i	3%
[19] CCOc1ccc(NC(=O)Cn2cc(C(=O)c3ccc(CC)cc3)c(=O)c3ccc(C)nc32)cc1
→ -17%	-2%	x	-16%	x	x	6%	x	-13%
[20] CC(C)(C)N(Cc1ccccc1)C(=O)CN1C(=O)NC2(CCCCCC2)C1=O
→ 14%	-3%	8	22%	-7%	2%	-16%	i	i
[21] CSCCC(NC(N)=O)C(=O)NCc1ccc(Cl)cc1 (configuration not stated)
→ 1%	15%	12	-6%	-8%	-4%	12%	i	i
[22] CC(C(=O)N(C1CC1)C1(C(=O)Nc2ccccc2)CCCC1)N1C(=O)c2ccccc2C1=O (configuration not stated)
→ -4%	34%	-3	-47%[inhibitor]	0%	9%	0%	i	i
[23] O=[N+]([O-])c1cccc(S(=O)(=O)Nc2ccc(S(=O)(=O)NCC3CCCO3)cc2)c1 (configuration not stated)
→ -9%	16%	-19	-2%	-1%	-4%	10%	i	-16%
[24] Cn1cc(-c2csc(C(O)(c3ccccc3)C(F)(F)F)n2)cn1 (configuration not stated)
→ u	-13%	24	u	-2%	7%	-5%	i	-3%
[25] O=C(c1ccccc1)c1ccc2nc(-c3ccc(NC(=O)c4ccccc4Br)cc3)[nH]c2c1
→ -19%	31%	41	-2%	-6%	2%	-14%	x	-4%[57.5 µM]
[26] CCCCNC(=O)C1c2ccccc2OCC(=O)N1CCc1ccccc1 (configuration not stated)
→ 27%	-12%	3	-4%	5%	0%	24%	i	-5%
[27] O=C(Nc1ccon1)C(Sc1ccccc1)c1ccccc1 (configuration not stated)
→ -2%	9%	26	-2%	1%	13%	-10%	i	-6%[57.5 µM]
[28] CC[C@]12c3[nH]c4ccc(OC)cc4c3CCN1C(=O)C(CC(=O)NCCN1CCOCC1)C[C@@H]2C(=O)N1CCN(C(=O)c2ccco2)CC1 (some centres not stated)
→ 9%	-1%	12	1%	-2%	0%	7%	i	i
[29] COc1ccc(C(=O)N(c2ccccc2)C2C=CS(=O)(=O)C2)cc1 (configuration not stated)
→ -15%	23%	-11	14%	-7%	-2%	3%	x	1%[57.5 µM]
[30] COCc1cc(C)nc(OCC(=O)N/N=C/c2cccc(OC)c2)c1C#N
→ -1%	-6%	1	13%	-2%	-2%	-9%	i	-10%[57.5 µM]

3 structures from above, sorted by length of the SMILES, low to high:
Results follow in this order: TDP43 rescue	FUS yeast rescue	D3 antag	Abeta yeast res	GLP-1R agonist	aSyn yeast inh	GLP-1R inv ag	pAkt inh	PTHR1 ag
[8] O=C(NC1CCCCCCC1)c1ccc(S(=O)(=O)N2CCCC2)cc1
→ 19%	x	-53*	-10%	10%	10%	-12%	i	-23%
[29] COc1ccc(C(=O)N(c2ccccc2)C2C=CS(=O)(=O)C2)cc1 (configuration not stated)
→ -15%	23%	-11	14%	-7%	-2%	3%	x	1%[57.5 µM]
[20] CC(C)(C)N(Cc1ccccc1)C(=O)CN1C(=O)NC2(CCCCCC2)C1=O
→ 14%	-3%	8	22%	-7%	2%	-16%	i	i

Going on with the list:
Results follow in this order: TDP43 rescue	FUS yeast rescue	D3 antag	Abeta yeast res	GLP-1R agonist	aSyn yeast inh	GLP-1R inv ag	pAkt inh	PTHR1 ag
[31] CCCC1(c2ccccc2)NC(=O)N(C/C=C/Cl)C1=O (configuration not stated)
→ 11%	3%	13	9%	7%	8%	-26%	i	i
[32] Cc1[nH]c2ccccc2c1C(=O)CSc1nncn1C
→ 5%	-1%	-17	4%	-7%	-1%	5%	i	i
[33] COc1cc(/C=C/C(=O)OCC(=O)c2c(N)n(C)c(=O)n(C)c2=O)ccc1O
→ -9%[0.397 µM]	15%	9	22%	33%	0%	69%[activator]	i	i
[34] COc1ccc(C(=O)C2CCCN(C(=O)Cn3nc(C)cc3C)C2)cc1F (configuration not stated)
→ -3%	11%	-7	14%	1%	-2%	-5%	i	u
[35] COc1cc(OC)c(C2SCCN2S(=O)(=O)c2ccc(F)cc2)cc1OC (configuration not stated)
→ -11%	-3%	0	-7%	-4%	-6%	0%	i	i
[36] Cc1[nH]n2c(=O)cc(Cc3ccccc3)nc2c1C#N
→ -2%	-3%	-24	26%	-5%	3%	6%	i	i
[37] CC1CN(C2CCN(C(=O)c3ccccc3)CC2)CC(C)O1 (configuration not stated)
→ -7%	32%	u	1%	0%	-5%	-4%	i	i
[38] Cc1ccc(SCc2c(C(=O)N/N=C/c3ccco3)nnn2-c2nonc2N)cc1
→ 5%	-12%	-27	-5%	0%	0%	0%	i	-1%
[39] Cc1cc(=O)n2[nH]c(-c3sccc3-n3c(C)ccc3C)cc2n1
→ 0%[9.22 µM]	47%	-8	-20%	6%	-1%	-2%[7.66 µM]	i	-8%
[40] COC(=O)[C@]1(C)CCC[C@@]2(C)C3CC[C@]4(OC(C)=O)C[C@@]3(CCC21)CC4=NO (some centres not stated)
→ 19%	21%	91	2%	7%	7%	20%	i	-71%[inhibitor]
[41] Cc1nn(C)cc1C(C(=O)NC1CCCCC1)N(C(=O)c1cnccn1)c1ccc(Oc2ccccc2)cc1 (configuration not stated)
→ -12%	28%	-11	23%	3%	9%	1%	i	-5%
[42] CC(/C=C/c1ccc(Cl)o1)=C\C(=O)O
→ 10%	x	-16	-33%[inhibitor]	-8%	-3%	0%	i	-3%
[43] CCCCC(=O)N(C)c1c(C)nc2ccc(C(=O)N(C)CCN(C)C)cn12
→ -16%	-9%	0	-21%	-1%	0%	21%	i	-8%
[44] COC(=O)C1C(=O)c2c([nH]c(C(=O)OCC3CCCO3)c2C)CC1C (configuration not stated)
→ -4%	-7%	0	-11%	3%	-4%	4%	i	-15%
[45] CNC(=S)NNC(=O)c1cccc(C(F)(F)F)c1
→ -4%	12%	-22	-1%	-8%	-1%	2%	i	-5%
[46] O=C(Cn1c2[n+](c3ccc(C(F)(F)F)cc31)CCCCC2)c1ccc2c(c1)OCCO2
→ -5%	-15%	u	-2%	-10%	0%	-16%	i	-7%
[47] Cc1ccc(S(=O)(=O)N2CCN(C(=O)CCC(=O)N3CCc4ccccc43)CC2)cc1
→ 0%	0%	-25	3%	-1%	5%	15%	i	-4%
[48] CCOC(=O)c1cnn(-c2ccccc2)c1-c1ccccc1
→ u	22%	44	-34%[inhibitor]	8%	10%	u	i	i
[49] CON(C)S(=O)(=O)c1cccc(C(=O)Nc2cccc(S(=O)(=O)NC3=NCCCCC3)c2)c1
→ 19%	31%	17	4%	5%	-9%	-7%	i	-20%
[50] CCOC(=O)CC(=O)NC(CC(=O)OC)c1ccc(C(C)C)cc1 (configuration not stated)
→ 1%	-42%	2	9%	-3%	-5%	-16%	i	i

The list is partial, so the mix of outcomes need not match the whole.
